Screens (PubChem)
NCI-60 one-dose screen, 48 h, at 10 µM unless noted. Numbers give growth in % (100 = growth as untreated, 0 = no growth, -100 = all killed).
MCF7: MCF7 breast cancer; hit rate 6.3% among 82,000
MOLT-4: MOLT-4 leukemia cells; hit rate 6.9% among 80,000
SR: SR leukemia cells. hit rate 8.7% among 73,000
MDA-MB-468: MDA-MB-468 breast cancer; hit rate 8.5% among 78,000
K-562: K-562 leukemia. hit rate 7.4% among 78,000
BT-549: BT-549 breast cancer; AID 1794793; hit rate 4.4% among 78,000
MDA-MB-231: MDA-MB-231 breast cancer | hit rate 5% among 81,000 | AID 1794789
MDA-MB-435: MDA-MB-435 melanoma | hit rate 7.8% among 82,000
* = called active by the depositor; x = not tested or not shown; & = joins results of further samples; [ ] = another dose, or the depositor's remark. Rule for the calls: active = growth percent below 10; inactive = the rest.

Compound	MDA-MB-231	BT-549	MCF7	MOLT-4	K-562	MDA-MB-435	SR	MDA-MB-468
O=C(N/N=C/c1ccco1)c1[nH]c2ccc(Br)cc2c1-c1ccccc1	6.6*	-17*	11	16	8.7*	0.9*	11	15
O=C1NN(c2ccccc2)C(c2ccc(Cl)cc2)N2CCC[C@H]12 (some centres undefined)	113	117	80	99	97	99	111	99
COC12C=C/C(=C(/C(=O)OCc3ccncc3)C(=O)CCCCCCCCC3(OC)C=C/C(=C(/C(=O)OCc4ccncc4)C(=O)CCCCCCCC1)O3)O2	1.8*	-15*	-42*	-1.8*	-4.1*	-54*	-16*	-39*
COc1ccc2oc(=O)cc(Cn3nnc(C(=O)O)c3C)c2c1	95	110	95	93	88	100	89	91
O=C(NN1CCCCC1)NN1CCCCC1	105	104	96	96	95	97	97	105
Cc1nc(N)nc(N)c1[N+](=O)[O-]	111	96	102	102	104	112	106	110
NCCc1cnc[nH]1	104	139	110	115	123	100	108	101
CC(C(=O)NCc1cccnc1)c1ccc(Nc2ccnc(C(F)(F)F)c2)cc1 (centres undefined)	112	101	101	95	68	89	87	103
CC1OC(OC2C(OC3C[C@@]4(C)C(C[C@H](O)[C@H]5[C@H](C6(C)CCC(C(C)(C)O)O6)CCC54C)[C@]4(C)CC[C@@H](O)C(C)(C)C34)OC(CO)C(O)C2O)C(O)C(O)C1O (some centres undefined) (tested in a mixture with another compound)	102	119	106	125	117	114	128	x
O=C(O)c1cccc(C(F)(F)F)c1	122	106	99	103	97	99	102	109

Limited to MDA-MB-435, for 2 of the compounds above:
molecule,MDA-MB-435
COc1ccc2oc(=O)cc(Cn3nnc(C(=O)O)c3C)c2c1,100
O=C(NN1CCCCC1)NN1CCCCC1,97

Remaining list, next part.
Compound	MDA-MB-231	BT-549	MCF7	MOLT-4	K-562	MDA-MB-435	SR	MDA-MB-468
O=C(Nc1cc(F)ccc1F)c1cc2c(=O)n3ccccc3nc2s1	104	116	99	67	83	98	45	x
O=C(O)c1cccc([N+](=O)[O-])c1/C=C/c1ccc(Cl)cc1	102	103	94	100	90	104	93	101
O=C1CSc2nnc(CCC(=O)c3nc4ccccc4[nH]3)n2N1	92	99	93	107	x	110	x	116
O=C1C(=O)N(CCO)c2ccc(F)cc21	99	94	96	102	97	98	99	102
C=C1CCC2C3(C)COC(c4ccccc4)OC3CCC2(C)C1CC(Sc1ccccc1)C1=CCOC1=O (centres undefined)	62	-19*	17	-14*	7.9*	46	8.0*	27
O=C1NC(=S)S/C1=C/c1ccc(/C=C2/SC(=S)NC2=O)cc1	96	104	100	99	95	108	93	105
Cc1nc2ccccc2n1CC1NC(=S)NC1=O (centres undefined)	102	111	88	98	89	100	x	105
Nc1nc2c(c3ncccc13)C(c1cccc(Br)c1)Cc1ncccc1-2 (centres undefined)	20	25	16	7.9*	10	1.4*	3.0*	14
ClC1c2ccccc2CCc2ccccc21	104	94	92	107	109	110	89	111
CC1(C)[C@H](CC(=O)O)C[C@@H]1N	106	118	89	102	101	104	100	103
O=C(NCCCCCCNC(=O)c1ccccc1)c1ccccc1	111	110	95	106	122	98	94	94
CC(C)=C[C@@H]1C[C@H](O)Cc2cc(Cl)ccc2N1	96	105	99	91	87	95	97	112
O=C(c1ccc(O)cc1)C1[C@H](c2ccc(Br)cc2)[C@@H](c2ccccc2)NC12C(=O)Nc1ccc(Cl)cc12 (some centres undefined)	88	103	81	74	95	93	x	77
CCOC(=O)/C(C)=C\c1ccccc1	118	108	111	96	92	113	100	108
CCN(CC)CCCCCCNc1cc(C)cc2ccc(C)nc12	65	97	91	78	62	77	87	86
O=C1C(=O)N(CCCCn2cc(-c3ccccc3)nn2)c2ccc(Cl)cc21	100	102	78	67	81	106	66	84
CCCCC(=O)OCCOc1ccccc1	102	95	94	97	104	104	100	107
CC(=O)Nc1ccc(-c2nc3cc(-c4ccc(O)cc4)ccc3n2C)cc1	53	66	25	14	15	50	23	58
O=C(c1cccc(F)c1)n1ccc2cc(NC(=S)NCCN3CCOCC3)ccc21	103	112	85	104	93	99	91	88
COc1nc(-c2cccnc2)nc2c1sc(=S)n2-c1ccccc1	76	103	35	50	22	95	30	48
CSc1nc(=O)n(Cc2ccc(Cl)cc2)c(=O)n1Cc1ccc(C)cc1	96	101	97	96	96	111	80	101
CCn1c(=O)c2[nH]c(SC)nc2n(CC)c1=O	103	103	90	102	101	113	102	108
COc1ccc(-c2nsc3c2NC(=O)CC3c2cc3c(c(OC)c2OC)OCO3)cc1 (centres undefined)	84	79	83	18	22	76	38	41
Cc1nn(-c2ccccc2)c2c1C(c1cc3ccc(Cl)cc3[nH]c1=O)C1=C(CC(C)(C)CC1=O)N2 (centres undefined)	72	100	71	x	91	101	82	97
CCOC(=O)N(Cc1ccc(C(C)C)cc1)c1nc2ccc(OCC)cc2s1	102	108	90	92	95	100	90	91
CC1(c2cc3cc(Br)ccc3oc2=O)NC(=O)c2c(/C=C/C(=O)OC3CC4CCC3(C)C4(C)C)cccc2N1 (centres undefined)	98	84	51	47	28	99	67	13
C[C@@H]1CN(C(=S)Nc2ccccc2)[C@@H](C)CN1c1ccccn1	100	101	96	73	86	109	92	96
Cc1c(N)cc2c(c1N)C(C)(C)CC2(C)C	103	103	105	105	110	105	102	113
CCOC(=O)/C(=N\O)C1=CSC2=NNC(C)(C)N12	88	93	94	91	89	97	83	94
O=C(Nc1n[nH]c(Nc2ccccc2)c1S(=O)(=O)c1ccccc1)c1ccccc1	114	98	98	93	94	113	x	104

Next part; it opens with the 6 that closed the last part.
Compound	MDA-MB-231	BT-549	MCF7	MOLT-4	K-562	MDA-MB-435	SR	MDA-MB-468
CCOC(=O)N(Cc1ccc(C(C)C)cc1)c1nc2ccc(OCC)cc2s1	102	108	90	92	95	100	90	91
CC1(c2cc3cc(Br)ccc3oc2=O)NC(=O)c2c(/C=C/C(=O)OC3CC4CCC3(C)C4(C)C)cccc2N1 (centres undefined)	98	84	51	47	28	99	67	13
C[C@@H]1CN(C(=S)Nc2ccccc2)[C@@H](C)CN1c1ccccn1	100	101	96	73	86	109	92	96
Cc1c(N)cc2c(c1N)C(C)(C)CC2(C)C	103	103	105	105	110	105	102	113
CCOC(=O)/C(=N\O)C1=CSC2=NNC(C)(C)N12	88	93	94	91	89	97	83	94
O=C(Nc1n[nH]c(Nc2ccccc2)c1S(=O)(=O)c1ccccc1)c1ccccc1	114	98	98	93	94	113	x	104
COc1cc(C(C)O)ccc1OC(=O)c1ccccc1 (centres undefined)	115	108	117	103	100	103	96	115
CCSc1nnc(-c2ccc3ccccc3c2O)n1-c1ccccc1	84	80	47	39	23	69	x	56
Oc1cc(CNCc2ccccc2)c(O)cc1CNCc1ccccc1	87	102	88	91	87	107	x	108
O=P(O)(c1ccccc1)c1ccccc1	101	104	98	105	107	115	99	88
C[C@]12C[C@H](O)[C@H]3[C@@H](CCC4=CC(=O)CC[C@@]43C)[C@@H]1CC[C@@H]2C(=O)CO	81	x	101	116	67	103	111	84
O=C1C(CCl)(CCl)CCC12CN=C(Cl)C2 (centres undefined)	116	111	90	101	109	99	93	94
CN(N=C(c1ccccc1)c1ccccc1)c1ccccc1	97	104	117	101	102	x	84	116
N#Cc1c(-c2ccc(Cl)cc2)cc(-c2cc3ccccc3o2)nc1SCC(=O)c1ccc(Cl)cc1	95	112	112	95	118	104	80	x
Clc1cc(Cl)cc(N2N=C(c3cccc(Nc4ccncc4)c3)CC2c2ccc3c(c2)OCO3)c1 (centres undefined)	33	94	-19*	-0.3*	3.3*	-85*	2.9*	25
O=C(O)c1cccc2c1-c1ccccc1C2=O	96	86	92	99	119	98	94	116
COc1ccc(-c2cc(-c3ccc(Br)cc3)nc3nc(NC(C)=O)nn23)cc1	84	105	88	99	105	103	87	109
O=[N+]([O-])c1cccc(/C=N\Nc2ccccc2)c1	56	x	65	72	17	54	90	81
OC1CCCc2ccccc21 (centres undefined)	117	98	94	105	98	104	x	97
COc1ccc(C(=O)C(C(c2ccccc2)N2CCOCC2)N2CCOCC2)cc1 (centres undefined)	93	102	96	103	107	97	92	99
O=S(Cc1ccccc1)/C(=C/NC(=S)Nc1ccccc1)c1ccccc1 (centres undefined)	108	98	102	103	106	104	88	108
COc1cc(-c2cc(-c3nc4ccccc4[nH]3)[nH]n2)cc(OC)c1OC	66	36	44	x	4.5*	19	11	15
CN(C)c1ccc(/C=C(\C#N)c2nc(N)nc(Nc3ccc(S(N)(=O)=O)cc3)n2)cc1	70	75	63	52	57	94	48	39
CC(/C=C/c1ccccc1)=N\N	107	90	102	91	85	107	89	107
CCCCNC1=C(OCC)C(=O)c2ccccc2C1=O	99	76	76	108	126	97	112	56
COc1ccc2c(c1)CCNC21C(=O)Nc2c(Br)cc(Br)cc21 (centres undefined)	75	103	101	96	99	101	96	137
CCC(=O)C(c1ccccn1)C(C)C (centres undefined)	102	99	89	98	96	99	102	96
CCCCNC(=O)CCCNc1ncnc2c1ncn2-c1ccccc1	90	106	96	98	92	103	99	98
COC(=O)[C@]12CCC(C)(C)C[C@H]1[C@H]1/C(=N/OCCc3nn[nH]n3)C[C@@H]3[C@@]4(C)CC[C@H](OC(C)=O)C(C)(C)[C@@H]4CC[C@@]3(C)[C@]1(C)CC2	49	35	21	28	25	31	32	17
NCCCN1CCN(CCCN)CC1	110	113	103	107	99	109	102	107
COc1nc2c(c(=O)n1C)CN(c1ccccc1)C(=O)CN2C	48[100 µM]	25[100 µM]	24[100 µM]	41[100 µM]	55[100 µM]	66[100 µM]	51[100 µM]	4.4*[100 µM]
OC1(c2ccccc2)C(c2ccccc2)=C(c2ccccc2)c2ccccc21 (centres undefined)	66	84	51	33	38	64	47	47
Cc1cccc(C)c1N1CCN(CC(O)COc2ccc3c(C)cc(=O)oc3c2)CC1 (centres undefined)	109	86	98	x	18	91	54	87
O=C(O)c1ccc(NC(=O)c2ccc(Nc3ccnc(C(F)(F)F)c3)cc2)cc1	109	109	100	95	94	104	90	100
CCOC(=O)N1CCOCC1	106	98	102	101	106	104	95	100
COC(=O)c1cc2oc(/C=C3/SC(=S)N(N)C3=O)cc2n1Cc1ccccc1	6.5*	36	21	4.6*	7.3*	19	21	x
CC[C@H]1OC(=O)[C@H](C)[C@@H](O[C@H]2C[C@@](C)(OC)[C@@H](O)[C@H](C)O2)[C@H](C)[C@@H](O[C@@H]2O[C@H](C)C[C@H](N(C)C)[C@H]2O)[C@](C)(O)C[C@@H](C)C(=O)[C@H](C)[C@@H](O)[C@]1(C)O	115&86	104&91	124&103	88&107	100&108	102&105	92&91	103&104
CCOC(=O)CNN	107	108	98	112	80	108	106	96
COc1cc(C(C)(C)C)cc(OC)c1C(O)(c1c(OC)cc(C(C)(C)C)cc1OC)c1c(OC)cc(C(C)(C)C)cc1OC	-85*	-59*	-89*	-81*	-89*	-45*	-77*	-88*
CCNC(=O)Oc1ccc(/C(=C(/CC)Cc2ccccc2)c2ccc(OCCN3CCOCC3)cc2)cc1	71	70	22	10	x	50	29	46
CCC(C)CC(N)O (centres undefined)	116	108	101	106	108	104	105	94
CCOC(=O)COc1ccc2c(c1)O/C(=C\c1cccc(OC)c1)C2=O	99	88	91	98	91	101	x	98
CCOC(=O)c1nc2c3ccccc3ccn2c1C(=O)OC	100	97	98	84	113	97	130	92
Nc1nc(Nc2cccc(Cl)c2)c2c(n1)-c1ccoc1CC2	101	96	65	78	80	96	82	90
COc1ccc(C(=O)C2C(c3ccc(Br)cc3)CN(C)C23C(=O)c2ccccc2C3=O)cc1 (centres undefined)	81	101	105	100	83	108	96	109
Cc1cccc(Nc2c(O)nc[nH]c2=O)c1	107	113	96	99	105	99	115	110
COc1ccc(Nc2nc(C)c(/C(C)=N\NC(=S)NC3CCCCC3)s2)cc1	84	95	68	71	54	85	x	78
CCC(C)(C)N	107	108	95	107	120	104	94	100
Cc1c(N=C2NC(=O)/C(=C/c3cn(-c4ccccc4)nc3-c3ccc([N+](=O)[O-])cc3)S2)c(=O)n(-c2ccccc2)n1C	84	100	78	106	95	97	97	107
CNC1=C(Cl)C(=O)c2ccccc2C1=O	97	92	77	83	99	109	84	98
O=C(NCc1ccccc1)OCCO	94&113	112&119	102&105	113&103	127&112	x	118&103	98&107
CCOC(=O)C1C(=O)C=C(c2ccc(OC)cc2)CC1c1sc(N(C)Cc2ccccc2)nc1Cl (centres undefined)	68	94	84	62	68	85	81	58
CCCCOC(c1ccc2c(c1)OCO2)C(C)Br (centres undefined)	103	98	101	97	101	106	95	106
CC(CNC1CCCCC1)OC(=O)Nc1ccccc1 (centres undefined)	112	108	106	89	84	98	91	95
Cc1ccc(OC(=O)c2cccc(Cl)c2)cc1	106	103	100	122	90	100	x	114
O=C1c2ccccc2S(=O)(=O)N1CCBr	103	110	101	112	92	101	101	98

Entries of single compounds as entered above. Order of screens: MDA-MB-231	BT-549	MCF7	MOLT-4	K-562	MDA-MB-435	SR	MDA-MB-468
COc1ccc(Nc2nc(C)c(/C(C)=N\NC(=S)NC3CCCCC3)s2)cc1 is entered as 84	95	68	71	54	85	x	78
CC(CNC1CCCCC1)OC(=O)Nc1ccccc1 (centres undefined) is entered as 112	108	106	89	84	98	91	95
